HSF1 inhib: HSF1 inhibition; AID 2098; 300,000 tested, 0.77% active; activity change, negative = inhibition, % at 7.5 µM (by protocol); NIH3T3-HGL HSE-luciferase, MG132-induced, luminescence 8 h; active compounds read low;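 active = more than half of replicate wells show activity change below -50%, luminescence cut by over half; inconclusive = some wells, but at most half, below -50%; inactive = no replicate well below -50%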;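 also: luciferase reports HSF-1 transcriptional activity via heat shock element; 0% = median of DMSO wells and -100% = zero luminescence signal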
PolyA inhibitor: yeast polyadenylation inhibition; 300,000 tested, 0.02% active; calls only at 12 µM; S. cerevisiae SKY197-pL101 polyadenylation reporter, beta-gal luminescence; efflux-impaired pdr1/pdr3 knockout yeast; score 100 = 6 SD above DMSO; AID 1875;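 active = lowest replicate activity score at least 50, where 100 means six control SD above control mean; inconclusive = lowest score under 50 but half or more replicates reach 50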;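 also: yeast exposed to compound for 9 h at 30 °C; higher score means more reporter readthrough which indicates perturbed polyadenylation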
DYRK1A inh: inhibitors of rat Dyrk1A kinase; ADP-Glo luminescence, NFATc1 peptide; inhibition, % at 12.5 µM; Q63470; 310,000 tested, 0.43% active; AID 504441; in the data active = inhibition above about 50%;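 also: plate controls were vehicle with enzyme for no effect and no enzyme for full effect; many of its hits are not listed in these tables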
GSK3 alpha inh: inhibitors of human GSK-3 alpha kinase; P49840; ADP-Glo luminescence, 60 min; inhibition, % at 10 µM; 320,000 tested, 0.1% active;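 in the data active = inhibition above about 50%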;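 also: GST-tagged GSK-3 alpha with peptide substrate and 25 µM ATP; 0% = DMSO neutral wells and 100% = GW8510 positive control wells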
HSF1 activator: increases HSF-1 driven luciferase reporter signal; NIH3T3-HGL HSF-1 luciferase reporter, MG132, 8 h; 100% = twice DMSO control signal; activation, % at 9 µM; 300,000 tested, 1.7% active;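 active = mean replicate activation of at least 50% with a set share of replicates each reaching 50%; inconclusive = only one of those two conditions met; inactive = mean below 50% and too few replicates reaching it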;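 also: 0% = median of the neutral control wells and 100% = twice that signal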
HSP90 refold inh: inhibitors of HSP90 luciferase refolding in rabbit reticulocyte lysate. luciferase refolding luminescence, 3 h. inhibition, % at 5.6 µM. 290,000 tested, 0.91% active. AID 1789;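 active = inhibition above the screen-wide mean plus 3 SD, computed separately per campaign, cut at about 16% in these data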;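 also: 0% = DMSO wells and 100% = 60 µM geldanamycin wells; inhibitors lower the luminescence because luciferase stays unfolded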
HDAC3 inh: human HDAC3 inhibition | O15379 | recombinant HDAC3, fluorogenic peptide/trypsin coupled, fluorescence | inhibition, % at 8.3 µM | 320,000 tested, 0.15% active; in the data active = inhibition above about 26%, passing the limit was not always enough; inconclusive = no clear call, values can overlap the other calls
Target sequence (O15379 whole entry, looked up): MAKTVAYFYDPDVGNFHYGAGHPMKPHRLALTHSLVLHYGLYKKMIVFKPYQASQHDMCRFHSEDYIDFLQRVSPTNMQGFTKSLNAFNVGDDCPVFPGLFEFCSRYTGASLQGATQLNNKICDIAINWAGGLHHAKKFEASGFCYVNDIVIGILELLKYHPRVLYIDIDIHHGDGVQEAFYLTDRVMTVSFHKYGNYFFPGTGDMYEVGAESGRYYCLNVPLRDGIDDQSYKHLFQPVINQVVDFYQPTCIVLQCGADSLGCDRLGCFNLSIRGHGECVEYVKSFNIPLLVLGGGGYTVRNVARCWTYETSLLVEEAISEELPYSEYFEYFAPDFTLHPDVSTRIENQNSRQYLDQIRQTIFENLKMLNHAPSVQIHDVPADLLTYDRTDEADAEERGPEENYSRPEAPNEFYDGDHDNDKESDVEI
Platelet DG rel: modulates dense granule release in human platelets | human platelet-rich plasma, SFLLRN dense granule ATP release, luminescence | inhibition, %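 (compounds screened at 7.5 µM in platelet-rich plasma)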 | 300,000 tested, 0.22% active | AID 1663;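 active = mean replicate score, as percent of positive control, at or above 50; inconclusive = mean below 50 but at least one replicate at or above 50; inactive = mean and every replicate below 50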
AI-2 QS mod: Vibrio harveyi AI-2 quorum sensing modulation. Vibrio harveyi JMH597 AI-2 luminescence/OD600 ratio, 9 h; active compounds read low; strain lacks LuxN and CqsS sensors; 0 = neutral-control median. activity change, % at 7.5 µM. 300,000 tested, 0.4% active. AID 2094; in the data active = activity change below about -75%, passing the limit was not always enough; inconclusive = no clear call, values can overlap the other calls;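 also: luminescence divided by OD600 gain over 9 h not by final OD600 alone; inactives centre near 13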
GSK3B inh: blocks human GSK3beta kinase activity; GST-GSK3beta kinase, ADP-Glo luminescence, 60 min; active compounds read low; activity score (negative = inhibition), % at 10 µM; AID 2097; P49841; 300,000 tested, 0.038% active;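 active = more than half of replicate wells score below -50%, meaning over 50% inhibition versus plate controls; inconclusive = some replicates but at most half score below -50%; inactive = no replicate scores below -50%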;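 also: 0% = median DMSO wells and -100% = median GW8510 positive control wells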
Target sequence (P49841 whole entry, looked up): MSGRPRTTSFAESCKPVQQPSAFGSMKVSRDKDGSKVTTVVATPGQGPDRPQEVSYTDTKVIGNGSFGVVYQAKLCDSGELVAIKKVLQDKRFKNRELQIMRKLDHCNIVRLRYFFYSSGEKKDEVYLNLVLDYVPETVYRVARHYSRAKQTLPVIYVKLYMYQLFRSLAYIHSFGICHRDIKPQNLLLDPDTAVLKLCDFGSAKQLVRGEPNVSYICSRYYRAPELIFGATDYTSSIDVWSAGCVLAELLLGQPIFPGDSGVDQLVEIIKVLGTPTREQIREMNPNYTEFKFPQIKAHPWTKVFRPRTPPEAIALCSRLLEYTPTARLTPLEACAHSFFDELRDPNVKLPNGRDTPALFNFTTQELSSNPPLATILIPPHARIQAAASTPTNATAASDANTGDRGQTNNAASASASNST
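Test system: GST-tagged human GSK3beta kinase, cell-free; evaluation: activity score scaled between in-plate DMSO and GW8510 controls; measured by: ADP-Glo luminescence; incubation: 60 min reaction, RT; benchmarks: DMSO and 20 µM GW8510; reagent: peptide substrate plus 25 µM ATP (final); medium: Tris/MgCl2 kinase buffer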
An asterisk follows results filed as active; i = inactive; u = inconclusive; x = not tested or not shown.

nr	Compound	HSP90 refold inh	GSK3 alpha inh	HSF1 inhib	GSK3B inh	PolyA inhibitor	Platelet DG rel	DYRK1A inh	AI-2 QS mod	HSF1 activator	HDAC3 inh
1	Cn1c(=O)c(C(=O)CN2CCCCC2)c(N)n(Cc2ccccc2)c1=O	-5	-2	-3	-4	i	-1	-18	7	-6	-11
2	O=C(COc1ccc2oc3c(c2c1)CCCC3)Nc1ccccn1	-5	2	11	3	i	7	-2	11	25	-4
3	COc1cccc(Nc2c3c(nc4c(-c5ccccc5)c(C)nn24)CCC3)c1	4	-2	6	1	i	-7	0	22	8	-6
4	O=C(O)c1cc(-c2ccc(N3CCOCC3)cc2)nn1-c1ccccc1Cl	-2	0	2	-1	i	3	-4	29	14	-1
5	Cc1ccccc1NC(=O)Cc1nc(COC(=O)c2cc(Cl)ccc2O)cs1	2	-1	11	0	i	-4	-6	6	21	-2
6	O=C(Oc1ccccc1Cl)c1ccc2c(=O)n3c(nc2c1)CCC3	x	-1	-4	3	i	-2	8	-6	9	0
7	Cn1cc(C(=O)NC2CCCCC2)c(=O)c2cc(S(=O)(=O)N3CCOCC3)ccc21	-2	-2	-13	1	i	-13	-6	16	-6	3
8	CCOC(=O)c1nc(NCc2ccccc2)sc1C	-2	0	31	1	i	5	-6	25	21	2
9	CCC(=O)c1cc2c(cc1NC(=O)c1ccc(C)cc1)OCCO2	1	-1	4	5	i	-4	-3	8	43	-8
10	COc1ccc(NC(=O)C(NS(=O)(=O)c2ccc3c(c2)CCCN3C(C)=O)C(C)C)c(OC)c1 (stereo not given)	1	-1	0	-3	i	4	-1	20	-11	-2
11	O=C(Cc1cccc2ccccc12)Nc1nnc(-c2cccc([N+](=O)[O-])c2)s1	-3	2	-5	0	i	2	6	12	2	-3
12	CCN(CC)CCNC(=S)Nc1ccc2nc(N3CCOCC3)cc(C)c2c1	0	-3	-1	2	i	2	1	21	6	-11
13	Cc1cc(C)cc(NC(=O)c2ccccc2CC[N+](=O)[O-])c1	-1	0	-1	0	i	2	8	9	-3	-1
14	Cc1cc(C)c(OCC(=O)NCC(C)(C)N2CCOCC2)c(C)c1	x	-3	-5	0	i	x	-4	20	7	-3
15	Cc1ccc2c(c1)c1c3n2CCN(CC#N)C3CCC1 (stereo not given)	-3	-1	-2	x	i	-3	-5	x	-15	4
16	COc1ccc(C(=O)Nc2cc(C(=O)c3ccccc3)c(C)oc2=O)cc1	0	-3	34	-5	i	8	-1	8	38	3
17	COC(=O)c1sccc1NC(=S)N(C)C1CCCCC1	3	4	-1	-5	i	16	5	1	-4	x
18	NC(=O)CC(NC(=O)c1ccccc1)c1ccc(N2CCCCCC2)c([N+](=O)[O-])c1 (stereo not given)	-4	0	-5	-4	i	3	9	-6	-20	0
19	CSS(=O)(=O)c1cccc2cccnc12	5	-4	54	-1	i	-20	8	-7	78*	18
20	COc1ccc(CNC(=O)COC(=O)c2cc(-c3cccs3)nc3ccccc23)cc1OC	3	x	-4	0	i	-4	2	-4	6	0
21	Cc1ccc(Cl)cc1NC(=S)N(Cc1ccco1)C(C)c1cccs1 (stereo not given)	-1	-2	6	134	i	5	-4	32	-8	-3
22	CSc1ccc(CN(C)CC(=O)NC(=O)NC(C)(C)C)cc1	-1	-5	-9	-2	i	-1	4	1	8	1
23	CCOc1ccc(N/C=C/C(=O)c2ccc(OC)c(OC)c2)cc1	-4	-1	-7	1	i	6	x	13	-3	5
24	CCOc1ccc(CNC(=O)CCCC(=O)n2ncc3cc(C)ccc32)cc1	-11	-1	-1	2	i	8	2	21	5	-4
25	Cc1ccc(C(=O)c2c3ccc(N)cc3nn2CCC(N)=O)cc1	4	-1	-3	-2	i	2	-5	26	-7	2

More compounds:
nr	Compound	HSP90 refold inh	GSK3 alpha inh	HSF1 inhib	GSK3B inh	PolyA inhibitor	Platelet DG rel	DYRK1A inh	AI-2 QS mod	HSF1 activator	HDAC3 inh
26	COc1cc(/C=N/NC(=O)c2csc3c2CCCC3)cc(OC)c1O	-3	0	0	5	i	12	0	19	23	0
27	O=C(Cc1ccccc1)NNC(=O)C1CCN(c2ncccn2)CC1	-2	1	1	0	i	-4	-5	19	-5	-2
28	Oc1ccc(Cl)cc1Cc1cc(Cl)ccc1O	3	-3	45	2	i	-5	44	-112*	47	4
29	CCOC(=O)c1nnn2c1nc(N1CCN(c3ccccc3)CC1)c1ccccc12	0	1	-1	2	i	18	x	20	-18	6
30	COc1ccc(C(c2c(N)[nH]c(=S)[nH]c2=O)c2c(N)[nH]c(=S)[nH]c2=O)cc1	-3	-1	1	1	i	-6	x	15	-4	4
31	Fc1ccc(-c2cc(-c3nnc4n3CCCCC4)c3ccccc3n2)cc1	-4	x	-4	-2	i	8	2	53	22	-4
32	CC(C)NC(=O)CN(Cc1ccc2c(c1)OCO2)C(=O)CCC(=O)Nc1ccccn1	4	4	2	-2	i	0	-7	8	-2	1
33	O=C(NC(=O)N1CCN(c2cccc(Cl)c2)CC1)c1ccccc1	-1	-2	3	-3	i	2	1	29	-12	-4
34	O=C(Nc1ccc2c(c1)CCC2)C1COc2ccccc2O1 (stereo not given)	-1	-2	x	x	x	x	-1	x	x	4
35	CN(Cc1ccccc1)c1nc2c(c(=O)[nH]c(=O)n2C)n1C	-1	-2	2	2	i	-6	-1	20	-4	0
36	CCOC(=O)CC(C#N)c1cn(C)c2ccccc12 (stereo not given)	-4	-1	1	0	i	0	13	5	6	-6
37	N#CC/C(N)=N/NC(=O)CCCNc1ncc(C(F)(F)F)cc1Cl	-2	-4	7	0	i	-3	-4	33	9	1
38	O=C(COc1cc2oc(=O)c3c(c2cc1Cl)CCC3)NCc1ccncc1	-1	-2	-4	4	i	-5	x	9	14	2
39	Cc1ccc2nc(NC(=O)c3cccc(-c4cc5ccccc5oc4=O)c3)sc2c1	-4	-1	-5	0	i	0	x	26	-3	-3
40	Cc1ccc2nc(C)c(C(=O)N/N=C/c3ccc(C(=O)O)cc3)cc2c1	2	1	1	3	i	8	6	27	-3	u
41	COC(=O)C(Cc1c[nH]c2ccccc12)NC(=O)c1cncc(Br)c1 (stereo not given)	-5	2	0	-3	i	0	4	20	3	-2
42	CC1CCCC(C)N1CCNC(=O)Cn1nc(-c2ccccc2)ccc1=O (stereo not given)	0	0	-1	6	i	3	19	16	-7	-4
43	Cn1c(SCc2cccc(Cl)c2)nc(C(F)(F)F)cc1=O	0	12	6	4	i	4	-3	23	4	1
44	O=C(O)c1ccc(S(=O)(=O)NCC2CCCO2)cc1 (stereo not given)	2	0	1	-1	i	-3	-3	15	-3	1
45	COCCN(Cc1cc2cc3c(cc2nc1Cl)OCO3)C(=O)Nc1ccccc1OC	2	-2	-8	0	i	-1	-7	6	7	-5
46	COc1ccc(Cl)cc1NC(=O)CSc1nc(NS(=O)(=O)c2ccccc2)cc(=O)[nH]1	8	x	-3	0	i	2	-2	8	15	x
47	CC(=O)Nc1ccc(C)cc1NC(C)=O	1	1	-6	2	i	-2	3	13	8	-3
48	Cc1ccc2oc(=O)c3cnn(CC(=O)Nc4ccccc4N4CCN(C)CC4)c3c2c1	-3	13	-1	-3	i	-12	-3	-11	7	0
49	COc1ccc(N(C(=O)Cc2cccs2)C(C(=O)NC2CCCCC2)c2cccn2C)cc1OC (stereo not given)	2	0	14	2	i	x	-1	6	12	1
50	O=C(COc1ccc(Cl)cc1)NC(=S)Nc1ccccc1N1CCOCC1	1	3	12	-2	i	0	7	10	0	13

Carrying on:
nr	Compound	HSP90 refold inh	GSK3 alpha inh	HSF1 inhib	GSK3B inh	PolyA inhibitor	Platelet DG rel	DYRK1A inh	AI-2 QS mod	HSF1 activator	HDAC3 inh
51	Cc1ccc(S(=O)(=O)N2CCN(CC(=O)NC(=O)NCc3ccccc3)CC2)cc1C	-6	-6	-13	0	i	2	-6	11	-31	-4
52	CCN(CC)S(=O)(=O)c1ccc(/C=C/C(=O)OCC(=O)NCc2ccc3c(c2)OCO3)cc1	-2	-1	-1	1	i	6	-5	-40	-3	-5
53	O=C1CC(c2c(F)cccc2Cl)C2=C(COC2=O)N1 (stereo not given)	-3	-1	-4	1	i	4	3	-12	-8	1
54	COc1ccc(C(=O)Nc2nccs2)cc1[N+](=O)[O-]	3	-1	x	1	i	-3	-1	8	x	-1
55	CC(NS(=O)(=O)c1ccc(Br)s1)c1ccccc1 (stereo not given)	4	-2	5	-1	i	3	-4	9	-7	-4
56	O=C(CSc1nnc(COc2ccccc2Cl)o1)NC(=O)NCc1ccco1	-4	-3	-3	3	i	8	4	-47	-6	x
57	O=C(NCC(=O)N1CCN(C(=O)c2ccco2)CC1)c1ccccc1	0	4	5	1	i	-1	16	22	5	5
58	CCOC(=O)Nc1cccc(OCC(=O)Nc2ccc(OC)cc2OC)c1	4	-1	3	5	i	-1	4	7	6	1
59	O=C(O)CCc1ccc(-c2ccc(F)cc2)n1Cc1ccco1	0	-4	10	0	i	3	26	8	19	-1
60	COc1cccc(NC(=O)OCCN2CCN(Cc3ccccc3)CCC2=O)c1	-4	x	-6	-4	i	0	5	12	-24	2
61	Cc1ccc(NC(=O)CCn2nnc3ccccc32)cc1	1	-3	18	-1	i	2	5	20	31	3
62	Cc1cc(C)nc(NC(=O)CSc2nn(-c3ccccc3)c(=S)s2)n1	-1	-1	3	-2	i	-6	-7	-2	7	8
63	O=c1c2nnn(-c3ccc(Cl)cc3)c2ncn1Cc1ccccn1	0	-1	4	-1	i	-21	x	6	3	-10
64	CN(c1cccc(NC(=O)c2ccc(N(C)S(=O)(=O)c3ccccc3)cc2)c1)S(C)(=O)=O	4	-2	4	-7	i	-2	-3	1	-2	3

Source: PubChem

These rows are one share of the data, so the mix of outcomes need not match the whole.
